Diaphorase act: counter-screen for diaphorase-based assays: diaphorase activators and chemical reducers | Diaphorase/resazurin coupled assay, resorufin fluorescence, 16 min; stronger effect = higher value; 1 = vehicle wells, 0 = NADH-free wells | activation factor at 20 µM | actives 0.005% (n = 190,000) | AID 1229;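 active means diaphorase activity raised at least twofold by the compound at 20 µM; inactive means activation factor below 2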
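Test system: Clostridium kluyveri diaphorase, purified enzyme; input: enzyme 0.07 U/mL final; buffer or medium: 50 mM HEPES pH 7.4 with 4.542 mM MgCl2, 0.005% Tween 20; also added: 0.114 mM NADH and 0.1 mM resazurin, final amounts; schedule: 16 min enzyme reaction, ambient temperature; technique: fluorescence of resorufin, 544 nm excitation, 590 nm emission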
FLuc act counter: firefly luciferase counter-screen for stimulation assays | P08659 | ATPlite luciferase biochemical, luminescence, 10 min; 0 = ATP-free wells, 1 = DMSO control | 200,000 tested, under 10 active | activation factor at 10 µM;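 active means luciferase activation factor, scaled between plate controls, of at least 2 with compound at 10 µM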
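Material: luciferase plus luciferin reagent, cell-free. Medium: PBS buffer for ATP. Also added: ATP substrate, dispensed from a 10.24 µM working solution in PBS. Doses: test compounds dosed from 2 mM stocks in 100% DMSO. Incubation: 10 min post-reagent at room temperature. Technique: light output (luminescence). Read-out basis: luminescence gain marking luciferase activators.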
TLR4-MyD88 BLA: inhibitors of human TLR4-MyD88 binding. AID 861. actives 0.18% (n = 200,000). O00206+Q99836. HeLa CL3-4 TLR4/MyD88 BLA complementation, FRET ratio. inhibition, % at 8.4 µM; in the data active means inhibition above about 25%;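 further: 0% = vehicle and 100% = reference inhibitor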
Target sequence (O00206 whole entry, looked up): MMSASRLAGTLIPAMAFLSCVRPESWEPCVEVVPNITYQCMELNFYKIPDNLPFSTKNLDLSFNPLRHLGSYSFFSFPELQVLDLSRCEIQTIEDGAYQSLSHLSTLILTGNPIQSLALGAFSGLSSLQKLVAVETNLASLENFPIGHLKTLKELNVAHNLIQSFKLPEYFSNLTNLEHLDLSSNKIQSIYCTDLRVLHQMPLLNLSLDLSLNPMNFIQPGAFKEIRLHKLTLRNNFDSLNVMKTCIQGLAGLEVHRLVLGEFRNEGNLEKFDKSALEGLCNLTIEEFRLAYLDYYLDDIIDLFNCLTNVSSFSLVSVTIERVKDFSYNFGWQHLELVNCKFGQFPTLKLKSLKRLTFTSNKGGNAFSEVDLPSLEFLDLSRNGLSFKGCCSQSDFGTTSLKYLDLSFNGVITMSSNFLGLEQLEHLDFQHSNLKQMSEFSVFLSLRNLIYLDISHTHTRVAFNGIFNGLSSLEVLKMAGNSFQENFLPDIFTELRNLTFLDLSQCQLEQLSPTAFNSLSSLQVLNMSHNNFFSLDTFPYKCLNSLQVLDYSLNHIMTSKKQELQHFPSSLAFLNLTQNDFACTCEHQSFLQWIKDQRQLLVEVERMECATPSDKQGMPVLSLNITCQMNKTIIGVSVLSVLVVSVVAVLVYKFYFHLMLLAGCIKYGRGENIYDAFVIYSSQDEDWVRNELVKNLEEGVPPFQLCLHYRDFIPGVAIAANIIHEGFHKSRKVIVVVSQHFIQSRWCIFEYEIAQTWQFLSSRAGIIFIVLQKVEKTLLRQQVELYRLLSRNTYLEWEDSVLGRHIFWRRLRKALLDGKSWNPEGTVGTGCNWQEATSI
Target sequence (Q99836 whole entry, looked up): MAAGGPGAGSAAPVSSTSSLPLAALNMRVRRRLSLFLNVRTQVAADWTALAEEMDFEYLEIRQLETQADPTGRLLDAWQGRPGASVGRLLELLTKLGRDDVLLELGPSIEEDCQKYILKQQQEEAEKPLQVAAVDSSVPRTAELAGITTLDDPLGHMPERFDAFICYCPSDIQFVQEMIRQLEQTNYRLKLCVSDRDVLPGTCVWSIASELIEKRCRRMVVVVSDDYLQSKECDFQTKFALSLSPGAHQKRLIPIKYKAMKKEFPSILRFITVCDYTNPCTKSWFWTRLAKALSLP
Diaphorase inh: inhibits diaphorase or chemically oxidizes, flagging diaphorase assay artifacts; diaphorase resazurin-to-resorufin fluorescence, NADH, 16 min; bacterial (C. kluyveri) enzyme, not human; inhibition, % at 20 µM; actives 0.69% (n = 190,000); AID 1217;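 active means primary screen inhibition at 20 µM above a set limit, cut at about 50% in these data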;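 further: plate controls were DMSO with full reaction for no effect and wells lacking NADH for full effect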
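Assay system: diaphorase enzyme from Clostridium kluyveri. Quantity: enzyme working solution with 0.14 U/mL diaphorase. Schedule: reaction incubation of 16 min at room temperature. Technique: resorufin fluorescence, excitation 544 nm, emission 590 nm. Controls: No-NADH positive control and DMSO neutral control.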
STAT1 activator: STAT1 signaling activation; NIH 3T3 STAT1-luciferase reporter, IFN-gamma, luminescence; 100% = IFN-gamma alone, no compound; activation (% of control), % at 5.5 µM; actives 2.6% (n = 200,000); AID 932;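 active means activation above the screen-wide mean activation plus 3 SD, cut at about 130% in these data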;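 further: raw ratio to IFN-gamma control signal so 100% means no change and 0% no light; values of inactives mirror those of a sister screen read the other way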
FLuc inhib CS: counter-screen for luciferase assay inhibitors: firefly luciferase inhibition; ATPLite firefly luciferase biochemical luminescence, 10 min; inhibition, % at 10 µM; actives 1.5% (n = 200,000);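 active means inhibition above about 50% when tested at 10 µM, limit read from the data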
G6PDH counter: L. mesenteroides G6PDH inhibition counter-screen; Purified L. mesenteroides G6PDH, diaphorase/resazurin coupled fluorescence, 45 min; inhibition, % at 5 µM; actives 0.12% (n = 200,000); AID 1020; in the data active means inhibition above about 50%
APP 5UTR inh: APP translation inhibition. SH-SY5Y APP 5'UTR-luciferase reporter, luminescence. inhibition, % at 2 µM. actives 0.82% (n = 190,000);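 active means inhibition above a set limit, derived from the sample mean plus 3 SD, cut at about 45% in these data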; further: values of inactives mirror those of a sister screen read the other way
APP 5'UTR act: APP 5'UTR luciferase reporter activation; SH-SY5Y APP 5'UTR luciferase reporter, luminescence; zero percent = DMSO vehicle wells; activation, % at 2 µM; actives 1% (n = 190,000);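 active means activation above a set limit, based on mean plus 3 SD of controls, cut at about 140% in these data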; further: values of inactives mirror those of a sister screen read the other way
NF-kB neuron act: compounds increasing NF-kB expression in human neuronal cells | fold change at 12.5 µM | AID 1239 | NF-kB reporter expression; stronger effect = higher value | actives 1.6% (n = 190,000); in the data active means fold change above about 3.3
* marks the source's active call; other numbers are inactive results; . = not tested or not shown. Not a hit list; about 5.6% have a hit in one of these screens.

1) Cc1nn(-c2ccccc2)c(N)c1N=Nc1ccc(Cl)cc1
2) COc1ccc(-c2ccc(-c3noc(-c4ccc(OC)c(OC)c4)n3)c(OC)n2)cc1
3) OCC(O)CN(c1ccccc1)c1ccccc1 (stereo not drawn)
4) COCCN1CCc2[nH]c(=S)[nH]c(=O)c2C1
5) COc1cc(C(=O)NCc2nnc(SCC(=O)Nc3cc(C)on3)o2)cc(OC)c1OC
6) NS(=O)(=O)c1ccc(NC(=O)COC(=O)COc2ccc3ccccc3c2)cc1

entry no.	1	2	3	4	5	6
Diaphorase act	0.7	0.9	0.9	0.8	0.8	0.8
FLuc act counter	1	1	1	1.1	1.1	1
TLR4-MyD88 BLA	11.9	.	-16.8	-17.4	14.0	-2.2
Diaphorase inh	34.6	10.7	10.5	17.8	17.3	23.3
STAT1 activator	155.1*	.	88.7	97.8	99.2	90.6
FLuc inhib CS	-2.8	-3.7	-2.2	-8.3	-5.4	-2.5
G6PDH counter	-26.4	-3.1	-5.7	1.9	-1.1	14.1
APP 5UTR inh	-107.8	.	2.6	-17.5	-4.3	31.0
APP 5'UTR act	107.8	.	-2.6	17.5	4.3	-31.0
NF-kB neuron act	4.51*	.	1.39	1.03	1.16	1.02

7) O=C(CC1Oc2ccc(Cl)cc2NC1=O)NC1CCCCCC1 (stereo not drawn)
8) COc1cc(C)c(S(=O)(=O)N2CCOCC2)c(C)c1C
9) COc1cc(OC)c2c(=O)cc(-c3ccccc3)oc2c1
10) CNS(=O)(=O)c1ccc2nc(NC(=O)/C=C/c3ccco3)sc2c1
11) O=c1n(-c2cccc(Cl)c2)c(=O)n2n1CCC2
12) O=C(CSc1c[nH]c2ccccc12)N1CCOCC1

entry no.	7	8	9	10	11	12
Diaphorase act	0.9	1	0.4	0.9	0.9	1
FLuc act counter	1.1	1.1	0.4	1	1	1
TLR4-MyD88 BLA	8.2	2.1	-1.3	5.3	7.2	-13.4
Diaphorase inh	12.6	0.3	55.4*	10.4	9.7	2.0
STAT1 activator	100.5	104.0	116.1	130.6*	106.3	100.0
FLuc inhib CS	-8.6	-5.3	58.0*	-1.9	-4.6	-2.0
G6PDH counter	-12.4	11.1	8.3	5.0	8.9	0.6
APP 5UTR inh	1.1	9.6	-62.0	-28.7	-1.6	3.6
APP 5'UTR act	-1.1	-9.6	62.0	28.7	1.6	-3.6
NF-kB neuron act	1.16	1.03	1.62	1.12	0.98	1.21

13) CN(Cc1cccc(-n2cccn2)c1)Cc1cn(C)nc1-c1ccccc1F
14) O=c1c2ccccc2nc(-c2cccc(Cl)c2)n1O
15) COc1ccc(NS(=O)(=O)c2ccc(OC)c3ccccc23)cn1
16) Cc1ccc(N2C(=O)C3C(c4ccccc4)(C2=O)C3(c2ccccc2)c2ccccc2)cc1 (stereo not drawn)
17) S=c1[nH]nc(-c2ccc3ccccc3n2)o1
18) CC1=C(C(=O)Nc2nc3ccccc3s2)C(c2ccco2)C(C#N)=C(SCC(=O)NC2CCCCC2)N1 (stereo not drawn)

entry no.	13	14	15	16	17	18
Diaphorase act	0.8	1	1.1	0.9	0.8	0.9
FLuc act counter	1.1	1.1	1	1	1	1.1
TLR4-MyD88 BLA	0.7	-0.6	-1.3	-4.3	11.5	-3.1
Diaphorase inh	15.3	4.4	-9.0	14.7	15.9	8.9
STAT1 activator	95.9	96.1	94.4	92.9	100.8	97.8
FLuc inhib CS	-5.5	-8.1	-3.9	-1.5	-3.9	-8.7
G6PDH counter	10.8	-17.9	8.6	4.0	4.4	5.3
APP 5UTR inh	-31.7	5.3	3.5	-1.3	2.6	-9.1
APP 5'UTR act	31.7	-5.3	-3.5	1.3	-2.6	9.1
NF-kB neuron act	1.05	2.61	0.93	0.5	0.86	0.66

19) Cc1ccc(-n2nnnc2CN2CCCCC2)cc1
20) CC1N=C(N)C(c2nc3ccccc3n2C)=C1O (stereo not drawn)
21) C=CCN1C(=O)N(/C=C/C)c2cccc3cccc1c23
22) COc1ccc(S(=O)(=O)N/N=C\c2ccc(OC)c(COc3ccc(C)cc3[N+](=O)[O-])c2)cc1
23) Cc1nc2ccccn2c1C(=O)NC1CCCc2ccccc21 (stereo not drawn)
24) CCOC(=O)CN=C/C(C(=O)Nc1nccs1)=C(/C)O

entry no.	19	20	21	22	23	24
Diaphorase act	1	1.1	0.7	0.7	0.9	1
FLuc act counter	1	1	1	1.1	1.1	1
TLR4-MyD88 BLA	-16.2	-8.2	4.4	11.5	-3.3	6.3
Diaphorase inh	4.0	-6.4	34.8	25.3	7.0	-3.5
STAT1 activator	96.0	96.2	100.7	86.0	78.6	89.2
FLuc inhib CS	-4.4	-0.5	-2.1	-7.7	-5.1	-0.1
G6PDH counter	4.3	2.5	-30.1	6.1	18.5	2.2
APP 5UTR inh	3.8	-3.5	22.6	-13.8	0.1	-7.4
APP 5'UTR act	-3.8	3.5	-22.6	13.8	-0.1	7.4
NF-kB neuron act	.	1.11	0.96	0.85	0.7	0.97

25) c1ccc(Cn2nc(-c3ccccc3)nc2-c2ccccc2)cc1
26) O=C(CCN1CCc2ccccc2C1)Nc1ccc2c(c1)OCO2
27) O=C(Nc1ncc2c(n1)-c1ccccc1OC2)c1cccc([N+](=O)[O-])c1
28) COc1ccc(CCNC(=O)CN(c2cc([N+](=O)[O-])ccc2OC)S(C)(=O)=O)cc1OC
29) CCCCn1c(CN(Cc2ccccc2)Cc2ccccc2)nc2c1c(=O)n(C)c(=O)n2C
30) O=C(NCC(c1cccnc1)N1CCOCC1)c1cccc(Cl)c1 (stereo not drawn)

entry no.	25	26	27	28	29	30
Diaphorase act	0.8	0.9	0.8	1	.	0.9
FLuc act counter	1	1	1.1	1	.	1.1
TLR4-MyD88 BLA	-7.5	10.9	-1.5	5.4	-2.6	11.6
Diaphorase inh	18.6	9.7	18.9	0.9	.	10.9
STAT1 activator	107.3	92.6	106.9	97.6	99.5	95.1
FLuc inhib CS	1.3	-3.3	-5.9	1.2	.	-6.1
G6PDH counter	6.8	-9.5	-3.2	1.6	.	-0.3
APP 5UTR inh	-16.6	-13.1	5.9	-18.6	21.3	-2.4
APP 5'UTR act	16.6	13.1	-5.9	18.6	-21.3	2.4
NF-kB neuron act	1.11	1.09	0.98	1.02	.	0.99

31) O=C(NNC(=O)c1sccc1-n1cccc1)c1cccs1
32) COc1ccc(OCCNS(=O)(=O)c2ccc3oc4ccccc4c3c2)cc1
33) O=C(NCCCN1CCOCC1)C1CC(=O)N(CCc2ccccc2)C1 (stereo not drawn)
34) CC1(C)CC(=O)c2cnc(NC(=O)CCc3ccccc3)nc2C1
35) N#CCC(=O)N1CCn2c1nc1ccccc12
36) OC1CCCN(Cc2nc(Cc3ccccc3Cl)no2)C1 (stereo not drawn)

entry no.	31	32	33	34	35	36
Diaphorase act	1	1	1.1	1	0.8	0.9
FLuc act counter	1.1	1	1	1	1.1	1
TLR4-MyD88 BLA	-8.8	9.9	11.6	-12.5	-5.6	12.5
Diaphorase inh	0.8	0.4	-6.8	-2.6	19.4	7.1
STAT1 activator	93.5	94.4	91.1	97.9	98.2	102.8
FLuc inhib CS	-7.0	1.3	-3.1	-0.2	-7.2	2.7
G6PDH counter	1.5	9.5	-3.6	9.1	-19.6	14.2
APP 5UTR inh	-6.5	-4.8	8.5	14.4	18.9	13.2
APP 5'UTR act	6.5	4.8	-8.5	-14.4	-18.9	-13.2
NF-kB neuron act	1.04	1.09	1.17	1.15	1.01	1.17

37) Cc1ccc(CCNC(=O)c2ccc(CS(=O)(=O)Cc3ccccc3F)o2)cc1
38) Nc1nc(CC(=O)CSc2ccc(Cl)cc2)nc(Nc2ccc(F)cc2)n1
39) COc1ccccc1Cn1cnc2cccnc21
40) COc1ccc(C(=O)NN=C(Cc2ccccc2)Cc2ccccc2)cc1OC
41) Cc1ccccc1C(=O)NC(=S)Nc1ccccc1C(F)(F)F
42) CCN(CC)CCCCOc1ccccc1OC

entry no.	37	38	39	40	41	42
Diaphorase act	0.9	1	0.8	0.9	1	0.9
FLuc act counter	1	1.1	1	1	0.3	1
TLR4-MyD88 BLA	-15.2	5.1	0.6	-8.1	5.2	0.9
Diaphorase inh	14.3	2.7	18.0	11.5	1.8	12.2
STAT1 activator	97.2	97.2	96.5	84.8	108.7	99.4
FLuc inhib CS	1.3	-6.0	2.1	-1.3	70.6*	-4.4
G6PDH counter	4.9	6.2	13.1	6.6	10.1	-13.8
APP 5UTR inh	3.5	5.5	-7.3	21.6	-6.3	-9.9
APP 5'UTR act	-3.5	-5.5	7.3	-21.6	6.3	9.9
NF-kB neuron act	0.73	0.98	1.25	0.79	1.37	1.21

Filtered by structure, those above containing a cyano group (2)
18) CC1=C(C(=O)Nc2nc3ccccc3s2)C(c2ccco2)C(C#N)=C(SCC(=O)NC2CCCCC2)N1 (stereo not drawn)
35) N#CCC(=O)N1CCn2c1nc1ccccc12

entry no.	18	35
Diaphorase act	0.9	0.8
FLuc act counter	1.1	1.1
TLR4-MyD88 BLA	-3.1	-5.6
Diaphorase inh	8.9	19.4
STAT1 activator	97.8	98.2
FLuc inhib CS	-8.7	-7.2
G6PDH counter	5.3	-19.6
APP 5UTR inh	-9.1	18.9
APP 5'UTR act	9.1	-18.9
NF-kB neuron act	0.66	1.01

Continuation.
43) O=C1OC(NCc2cccnc2)(c2ccc(Cl)cc2)c2ccccc21 (stereo not drawn)
44) CCOc1ccc(-c2nc(C#N)c(N3CCOCC3)o2)cc1
45) COC(=O)Cc1cc(=O)[nH]c(/N=C(\N)Nc2ccc(C)cc2)n1
46) O=C(CCNC(=O)c1ccc(Cl)cc1)Nc1ccc(F)cc1F
47) CC(C)c1c(O)nc(SCc2ccccc2)[nH]c1=O
48) CCOC(=O)C1C(=O)Oc2ccc3ccccc3c2C1C1CCOC1=O (stereo not drawn)
49) Cc1cccc(NC(=S)NC(C)(C)CC(C)(C)C)c1
50) CCCCCc1ccc(-c2ccc(C(=O)O)cc2)nc1
51) COC(=O)c1ccc(NC(=O)c2ccccc2N(C)S(=O)(=O)c2ccccc2)cc1

entry no.	43	44	45	46	47	48	49	50	51
Diaphorase act	1	0.7	0.9	0.8	0.8	1	0.9	1	1
FLuc act counter	1.1	1.1	1.1	1.1	1.1	1	1.1	0.5	1
TLR4-MyD88 BLA	-4.9	3.8	-2.3	-2.1	-0.4	-17.7	-17.0	-13.2	-1.7
Diaphorase inh	4.3	27.8	9.1	19.4	24.1	-3.2	8.2	-1.2	-2.0
STAT1 activator	94.4	110.4	97.8	97.5	103.2	104.0	94.8	98.5	94.4
FLuc inhib CS	-9.8	-7.5	-5.9	-7.9	-5.7	-4.4	-5.5	47.4	-2.6
G6PDH counter	10.5	2.2	-2.4	11.6	7.3	7.0	-8.2	-0.7	3.2
APP 5UTR inh	5.8	4.6	-16.9	.	3.2	.	-9.6	-134.0	-10.5
APP 5'UTR act	-5.8	-4.6	16.9	.	-3.2	.	9.6	134.0	10.5
NF-kB neuron act	1.23	1.02	1.12	1.18	0.92	1.05	1.1	6.88*	0.8

Screening results deposited in PubChem by several laboratories.
